From PubChem
HBB splice mod – qHTS Assay for Modulators of Hemoglobin Beta Chain Splicing; hit rate 0.06% among 65,000; AID 925, 2007; Potency, µM (titrated, usually from 46.1 µM), for inactives: at the top dose activation, most hits filed as activators; HBB splicing reporter cell assay, activation; EGFP reporter with mutant IVS2-654 intron; response scale: normalised to 500 nM splice-correcting PNA; further: potency means the concentration at half of the fitted maximal effect; 0% is about no effect
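Compounds were applied for 2 days to HeLa EGFP-654 cells, 500/well in Optimem with 2% FCS. The reporter's EGFP is disrupted by mis-splicing of beta-globin intron IVS2-654. Readout: summed well GFP fluorescence from 488 nm laser scanning; reference was 500 nM antisense […] 654 PNA.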
DNA Pol III inh – qHTS Assay for Inhibitors of DNA Polymerase III Holoenzyme System | AID 603, 2007 | Potency, µM (doses to about 57.1 µM), for inactives: at the top dose activity change, negative = inhibition | hit rate 0.25% among 71,000 | reconstituted DNA polymerase III holoenzyme replication, biochemical; further: potency means the concentration at half of the fitted maximal effect; on the % scale 0 is the no-effect control and ±100 the full control effect
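Reconstituted *E. coli* holoenzyme (0.35 nM Pol III, 1 nM beta, 154 nM SSB, 2 nM primase) was preincubated with compound for 15 min at RT. Synthesis on 1.4 nM ssM13Gori ran 35 min, then was stopped with PicoGreen/EDTA and read as dsDNA fluorescence.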
UbGFP stabilizer – Ubiquitin-GFP Assay; Ubiquitin-GFP reporter cells, proteasome inhibition, GFP fluorescence; response scale: untreated = 0%, 10 µM MG-132 = 100%; Potency, µM (doses to about 45.9 µM), without a hit: at the highest dose activation (GFP accumulation), actives largely listed as activators; 67,000 tested, under 10 active; active means well fitted activation curve with a large enough effect, not every such curve was filed as active; inconclusive means small, poorly fitted or top-dose-only effect, or another doubt; inactive means no such curve, though single readings can be large or run the other way; further: potency means the concentration at half of the fitted maximal effect
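Reporter cells (U2OS, ubiquitin-G76V-GFP fusion) are plated overnight, then treated 4 hr at 37 °C with compound titrations from 46 uM down to 2.9 nM. Activity is scaled against untreated cells and 10 uM MG-132.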
ALOX15 inhib – qHTS Assay for Inhibitors of 15-hLO (15-human lipoxygenase); Polyunsaturated fatty acid lipoxygenase ALOX15 (Homo sapiens), P16050; purified 15hLO-1, xylenol orange hydroperoxide absorbance; Potency, µM (highest dose often 57.1 µM), without a hit: top-dose activity change, negative = inhibition, hits mostly inhibitors; hit rate 1.4% among 74,000; AID 887, 2007; further: potency means the concentration at half of the fitted maximal effect; on the % scale 0 is the no-effect control and ±100 the full control effect; nearly all actives have a fitted effect of over 55% in size
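Purified human 15hLO-1 (40 nM final) in 25 mM Hepes pH 7.5, 0.01% Triton X-100 was preincubated with compound 15 min at room temperature, then reacted 6 min with 50 uM arachidonic acid; hydroperoxide detected by Fe-XO, 573/405 nm absorbance ratio.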
CRE-bla Fsk – Cell signaling CRE-BLA (Fsk stim); CHO CRE-bla reporter (cAMP response element driving beta-lactamase), forskolin EC10, beta-lactamase ratio; Potency, µM (top dose mostly 38.2 µM), without a hit: top-dose activity change, negative = inhibition, actives largely listed as activators; hit rate 2.5% among 71,000; active means well fitted activation curve with a large enough effect in the signal ratio, with a control signal flat, not every such curve was filed as active; inconclusive means small, poorly fitted or top-dose-only effect, or effect the other way, or a change in a side signal; the % refers to the signal ratio; further: potency means the concentration at half of the fitted maximal effect; % of control where 0% means no effect
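Cells were plated overnight at 37 °C, exposed to compound titrations plus EC10 NKH 477 for 3 h, then given CCF4 dye for 2 h at room temperature. Blue/green (460/530 nm) ratio was converted to %Activity and AC50 values calculated.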
Hsp90 Hop PPI – qHTS Assay for Disrupters of an Hsp90 Co-Chaperone Interaction; Potency, µM (series often up to 57 µM), for the others: top-dose activity change, negative = inhibition; Hsp90 C-terminal peptide / TPR2A (Hop) interaction, human; AlphaScreen TPR2A-His6 binding biotin-Hsp90 C-terminal peptide; hit rate 0.44% among 71,000; active means well fitted curve in either direction with a large enough effect; inconclusive means small, poorly fitted or top-dose-only effect, or another doubt; further: potency means the concentration at half of the fitted maximal effect; on the % scale 0 is the no-effect control and ±100 the full control effect; many of its hits are not listed in these tables
USP2a inhib – qHTS Assay for Inhibitors of Ubiquitin-specific Protease USP2a; USP2a enzymatic assay, qHTS inhibition; Potency, µM (doses to about 38.3 µM), for the others: at the highest dose activity change, negative = inhibition, usual class: inhibitors; hit rate 0.1% among 60,000;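 further: potency means the concentration at half of the fitted maximal effect; nearly all actives have a fitted effect of over 60% in size; plate controls were DMSO for no effect and NEM full inhibition control for full effect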
Target sequence (O75604 whole entry, looked up): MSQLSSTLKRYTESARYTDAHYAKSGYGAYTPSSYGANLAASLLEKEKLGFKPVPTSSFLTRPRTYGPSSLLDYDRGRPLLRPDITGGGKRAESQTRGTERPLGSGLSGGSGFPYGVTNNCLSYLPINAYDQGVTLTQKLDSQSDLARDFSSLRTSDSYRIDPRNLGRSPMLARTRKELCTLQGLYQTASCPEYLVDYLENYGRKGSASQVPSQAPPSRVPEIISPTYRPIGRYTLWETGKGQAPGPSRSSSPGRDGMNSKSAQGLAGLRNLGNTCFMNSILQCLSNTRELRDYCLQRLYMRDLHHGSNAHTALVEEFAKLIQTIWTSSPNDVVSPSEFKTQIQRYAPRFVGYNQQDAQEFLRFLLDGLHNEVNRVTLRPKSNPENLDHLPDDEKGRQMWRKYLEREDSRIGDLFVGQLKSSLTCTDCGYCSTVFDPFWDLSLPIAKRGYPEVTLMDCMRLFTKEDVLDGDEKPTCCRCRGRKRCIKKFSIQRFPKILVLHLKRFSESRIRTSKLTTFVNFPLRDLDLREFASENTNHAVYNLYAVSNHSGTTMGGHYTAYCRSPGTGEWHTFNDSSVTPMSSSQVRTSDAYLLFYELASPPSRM
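USP2 core (20 nM final) was preincubated with compound for 30 min at RT in 20 mM Tris-HCl pH 8.0, 2 mM CaCl2, 2 mM beta-mercaptoethanol; Ub-PLA2 (20 nM) plus NBD C6-HPC (20 uM) then added, fluorescence read after 2.5 h.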
BRCT inh green – qHTS Assay for Inhibitors of BRCT-Phosphoprotein Interaction (Green Fluorophore) | BRCA1 BRCT-phosphopeptide binding, green fluorescence polarization | Potency, µM (series often up to 76.9 µM), inactives show at the top dose activity change, negative = inhibition, usual class: inhibitors | hit rate 0.05% among 75,000 | AID 875, 2007;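 further: potency means the concentration at half of the fitted maximal effect; plate controls were peptide without protein for full effect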
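Compounds were incubated for 12 min at room temperature with a complex of 100 nM fluorescein-tagged pBACH1 decapeptide and 250 nM His-tagged BRCT protein. Buffer was phosphate pH 7.3 with EDTA, DTT and Tween 20. Disruption of binding lowers the polarization signal.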
HADH2 inh – qHTS Assay for Inhibitors of HADH2 (Hydroxyacyl-Coenzyme A Dehydrogenase, Type II). 3-hydroxyacyl-CoA dehydrogenase type-2 (Homo sapiens), Q99714. recombinant HADH2, NADH fluorescence, beta-hydroxybutyryl-CoA. Potency, µM (highest dose often 57.1 µM), inactives show top-dose activity change, negative = inhibition, actives largely listed as inhibitors. hit rate 3.4% among 73,000. AID 886, 2007; further: potency means the concentration at half of the fitted maximal effect; on the % scale 0 is the no-effect control and ±100 the full control effect; nearly all actives have a fitted effect of over 60% in size; many of its hits are not listed in these tables
Target sequence (Q99714 whole entry, looked up, one chain of several): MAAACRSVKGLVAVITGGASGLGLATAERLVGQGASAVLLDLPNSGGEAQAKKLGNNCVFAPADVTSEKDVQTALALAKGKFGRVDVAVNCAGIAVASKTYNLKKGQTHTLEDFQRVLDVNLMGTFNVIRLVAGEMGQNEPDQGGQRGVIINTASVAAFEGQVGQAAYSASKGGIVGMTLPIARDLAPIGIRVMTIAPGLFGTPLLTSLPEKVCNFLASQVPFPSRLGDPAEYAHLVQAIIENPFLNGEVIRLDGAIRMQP
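Activity measured as NADH fluorescence gain (360/450 nm), taken as the change between first and last reads of a 4-min kinetic run. Conditions: pH 9.0 Tris buffer, 20 nM E. coli-expressed His-tagged enzyme, 1 mM NAD+, 90 uM beta-hydroxybutyryl-CoA; 15-min compound preincubation.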
Epigenetic mod – qHTS Assay for Epigenetic Modulators. mouse C127i GFP locus derepression, cytometry, 30 h. Potency, µM (highest dose often 46.1 µM), for inactives: at the top dose GFP derepression (activation). hit rate 0.09% among 68,000. AID 597, 2007; further: % of control where 0% means no effect
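Murine C127i mammary cells carrying a silenced, stably integrated CMV-driven GFP reporter were treated with compound for 30 hours at 37 C. After PBS washes, GFP-positive cells were counted by laser-scanning microplate cytometry.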
BRCT inh red – qHTS Assay for Inhibitors of BRCT-Phosphoprotein Interaction (Red Fluorophore) | Potency, µM (doses to about 76.9 µM), inactives show at the top dose activity change, negative = inhibition, usual class: inhibitors | Breast cancer type 1 susceptibility protein (Homo sapiens), P38398 | BRCT-phosphopeptide binding, red fluorescence polarization | hit rate 0.03% among 75,000; further: on the % scale 0 is the no-effect control and ±100 the full control effect
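Fluorescence polarization: 100 nM His-tagged BRCA1 BRCT with 100 nM TAMRA-labelled phospho-BACH1 decapeptide, phosphate buffer pH 7.3 with 150 mM NaCl, DTT, 0.01% Tween 20; 12 min RT. Binding inhibition seen as FP decrease.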
Active calls of the source: *; u = inconclusive; x = not tested or not shown; [ ] = another dose, or the depositor's remark. Unless noted, the call rests on the fitted dose curve; in most records, active means well fitted curve in the direction sought with a large enough effect; inconclusive means small, poorly fitted or top-dose-only effect, or another doubt; inactive means no such curve, though single readings can be large; an effect the other way counts as inactive or inconclusive. The list is partial, so the mix of outcomes need not match the whole.

molecule	USP2a inhib	BRCT inh green	HBB splice mod	BRCT inh red	Epigenetic mod	CRE-bla Fsk	ALOX15 inhib	DNA Pol III inh	Hsp90 Hop PPI	UbGFP stabilizer	HADH2 inh
Cc1cc(NC(=O)c2cccc(S(=O)(=O)N3CCCC3)c2)no1	-8%	-2.0%	-0.5%	-2.9%	0%	u	0%	-4%	-4%	-2%	6%
Cc1ccc(S(=O)(=O)Cn2nnnc2C(C(C)C)N2CCSCC2)cc1 (configuration not stated)	174%[activator]	-0.1%	x	-0.8%	2%	-10%	-5%	-4%	-4%	-1%	9%
O=C(O)CC(NS(=O)(=O)c1ccc(Br)cc1)c1ccco1 (configuration not stated)	1%	-1.3%	2.8%[57.5 µM]	0.0%	2%	0%	-2%	-10%	-4%	3%	7%
CC(C)(C)n1nnnc1C(c1cccs1)N1CCCc2ccccc21 (configuration not stated)	101%[activator]	1.4%	x	1.4%	0%	-8%	-5%	-5%	6%	2%	6%
c1ccc(-c2nc3ccccc3c3nncn23)cc1	7%	0.0%	x	-1.6%	1%	12%	9%	-7%	0%	0%	10%
CC(C)C(=O)Nc1nnc(Cc2ccccc2)s1	1%	0.1%	0.4%	0.2%	2%	u	2%	-13%	-2%	2%	15%
COc1cc(NS(=O)(=O)c2ccc(NS(=O)(=O)c3ccccc3)cc2)nc(OC)n1	2%	-1.1%	1.5%[9.22 µM]	-1.2%	0%	-6%	3%	-12%	-2%	1%	-3%
N#C/C(=C1\CCCN1)c1ccc2ccccc2n1	5%	-2.4%	2.2%[57.5 µM]	-0.7%	0%	-7%	-24%	-2%	2%	2%	7%
CCCC(c1nnnn1C1CCCCC1)N1CCN(c2ncccn2)CC1 (configuration not stated)	20%	-1.3%	x	0.1%	0%	11%	-1%	-7%	-2%	3%	7%
Cc1cc(C)n(-c2nc3c(c(=O)[nH]c(=O)n3C)n2Cc2cccc(Br)c2)n1	14%	0.3%	1.1%[1.84 µM]	-0.6%	0%	3%	-5%	-5%	-3%	-4%	4%
CCc1ccc(N(CC(=O)O)S(=O)(=O)c2c(C)noc2C)cc1	x	-1.5%	-0.5%	-0.1%	x	-11%	-3%	-6%	-2%	8%	-3%
CCOC(=O)c1cnc(-n2nc(C)cc2C)nc1-n1nc(C)cc1C	9%	0.2%	-0.2%[57.5 µM]	1.6%	2%	29%	23%	-8%	-5%	6%	8%
COCC(C)NCc1ccc(C)cc1C (configuration not stated)	-3%	-1.1%	-0.9%	-0.2%	-3%	-8%	4%	4%	-1%	-6%	15%
O=C(NCCCNC1CCCCC1)c1ccc(/C=N/O)nc1	3%	-0.7%	-3.0%	-1.5%	2%	-3%	22%	-5%	-25%	-5%	4%
CCC(=O)N1CCN(C(=O)CC)C1c1ccccc1	-4%	-2.7%	-3.6%	-0.8%	0%	u	3%	-3%	1%	0%	1%
Cc1ccc(S(=O)(=O)Nc2ccc3ncccc3c2)cc1	0%	0.6%	-3.1%	0.9%	1%	u	-14%	2%	-18%	-13%	-7%
NC(=O)c1nsc(C(=O)N(CC(=O)NCc2ccc3c(c2)OCO3)C2CCCC2)c1N	20%	-1.9%	x	-0.3%	-2%	-8%	4%	-2%	1%	11%	-12%
Cc1cc(Cl)cc(C)c1OCC(=O)O	7%	-2.0%	-0.4%	1.8%	-1%	u	24%	-3%	-1%	1%	-1%
O=C(CSc1ccccc1)Nc1ccccc1N1CCOCC1	10%	-0.3%	-0.2%[57.5 µM]	0.1%	1%	6%	-5%	-6%	8%	0%	-4%
Clc1ccc(C2=CSC3=NCCN23)cc1Cl	2%	0.3%	-1.3%	-0.5%	2%	u	5%	-5%	-10%	7%	-16%
COc1ccc(NC(=O)CNS(=O)(=O)c2cccs2)cc1	8%	2.6%	-0.2%	-0.2%	-2%	-3%	-1%	0%	4%	-3%	-16%
CCCCn1c(C(C)NC(=O)COC)nc2ccccc21 (configuration not stated)	-6%	-3.2%	-1.3%	0.5%	0%	-6%	5%	-5%	1%	23%	4%
COc1ccc(-n2c(COc3ccccc3)nnc2SCc2ccc(C#N)cc2)cc1	6%	-1.5%	3.1%	1.1%	-3%	-3%	-9%	16%	0%	25%	6%
CSc1ccccc1NC(=O)CSc1nnnn1-c1ccccc1SC	6%	0.4%	2.2%	-1.8%	0%	-1%	-11%	-1%	4%	1%	8%
COCCn1c(-c2cc(OC)c(OC)c(OC)c2)nc2oc3ccccc3c(=O)c2c1=O	12%	-2.9%	1.7%	0.2%	0%	2µM*	5%	15%	-6%	6%	-4%
COC(=O)c1c(NC(=O)COC(=O)Cn2cnc3ccccc32)sc(C)c1C	15%	0.0%	-0.2%[57.5 µM]	0.2%	0%	u	18%	-3%	-3%	-3%	7%
Cc1ccc(C)c(N(C)S(=O)(=O)c2cccc3nsnc23)c1	0%	-0.5%	-0.6%	-0.8%	6%	-3%	2%	-2%	-5%	6%	-15%
COc1ccc(S(=O)(=O)N2CCCN(CC(=O)C(C)(C)C)CC2)cc1	10%	-2.8%	-2.9%	-1.4%	2%	16%	u	-1%	-7%	0%	-11%
CCOC(=O)c1cc2c(ccn2-c2ccc(F)cc2)n1CC(=O)N1CCN(C(=O)c2ccco2)CC1	6%	-0.7%	-5.5%	-1.1%	-1%	u	-20%	-1%	-4%	-3%	-170%
C(=N\c1nc2ccccc2[nH]1)/c1cccs1	1%	-1.4%	-0.3%	-1.5%	2%	0%	u	-2%	-7%	0%	5%
CC(=O)NCCOc1cccc(OCCNC(C)=O)c1	-5%	-4.3%	-1.3%	-1.4%	-3%	-3%	1%	0%	-1%	-1%	6%
CCOC(=O)Cn1c(=O)c2c(nc3n2CCCCN3c2ccc(C)cc2)n(C)c1=O	3%	-1.1%	x	1.2%	1%	0%	3%	-3%	0%	2%	6%
C#CCNc1cc(C)nc2ncnn12	-4%	-0.2%	x	-0.6%	-1%	8%	9%	-11%	-2%	1%	13%
Nc1nc(=S)c2ncn([C@H]3O[C@@H](CO)[C@@H](O)[C@@H]3O)c2[nH]1	-11%[17.1 µM]	-1.9%[34.4 µM]	u	-0.6%[34.4 µM]	3%[20.6 µM]	8%[17.1 µM]	-7%[25.6 µM]	6%[25.6 µM]	-2%[26 µM]	-2%[20.5 µM]	-24%[25.6 µM]
Cc1ccc(S(=O)(=O)OC2CCN(C)CC2)cc1	x	-0.9%[15.4 µM]	3.0%[9.22 µM]	-0.4%[15.4 µM]	0%[9.22 µM]	u	7%[11.4 µM]	-4%[11.4 µM]	-2%[11 µM]	0%[9.17 µM]	-2%[11.4 µM]
COCCOC(=O)C1=C(C)NC2=C(C(=O)CC(C)(C)C2)C1c1cc2c(cc1Br)OCO2 (configuration not stated)	26%	-2.7%	-0.9%[9.22 µM]	0.0%	2%	4%	u	1%	u	12%	u
Cc1cc(C)nc(SCc2nnc(SCC(=O)Nc3cc(C(F)(F)F)ccc3Cl)o2)n1	7%	0.0%	-0.9%	-0.9%	-3%	12%	-4%	0%	0%	2%	-4%
